# ABCG2 inh: human ABCG2 inhibition, ABCB1 as counter-screen | inhibition, % at 6.6 µM | Q9UNQ0 | actives 0.1% (n = 190,000) | IgMXP3 cells, JC-1 efflux, flow cytometry;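 active means inhibition above 80%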;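 further: 0% = DMSO and 100% = nicardipine control wells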
#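 Assay system – ABCG2 IgMXP3 and barcoded ABCB1 CCRF-Adr cell mix · Input – 3 million cells/mL in well · Reagent – JC-1 fluorescent substrate · Compound – single test compound dose, 6.6 µM final · Timing – 10 min exposure at 25 °C with rotation, no wash · Detection – flow cytometry of retained JC-1 fluorescence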
# Bcl-W Bim block: disrupts Bim peptide binding to human Bcl-W | Q92843 | bead-based flow cytometry | inhibition, % at 10 µM | actives 0.02% (n = 190,000) | AID 952;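 further: 0% = bound tracer without compound and 100% = peptide blocker; higher means less fluorescent Bim peptide bound to Bcl-W beads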
# Target sequence (Q92843 whole entry, looked up): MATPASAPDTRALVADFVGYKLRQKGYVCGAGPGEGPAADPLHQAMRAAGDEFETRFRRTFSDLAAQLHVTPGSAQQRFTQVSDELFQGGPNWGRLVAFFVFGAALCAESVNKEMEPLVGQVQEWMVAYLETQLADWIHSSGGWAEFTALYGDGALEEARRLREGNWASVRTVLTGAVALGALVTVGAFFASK
# GSH bead fluor: GSH bead compound fluorescence profile | GSH beads flow cytometry, compound fluorescence 488/530 nm; stronger effect = higher value | fluorescence (KMESF) at 10 µM | actives 0.25% (n = 190,000); in the data active means fluorescence above about 89;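 further: glutathione beads carrying GST-tagged Bcl family fusion proteins plus one bare bead set; values are compound well signal with DMSO vehicle wells as background; inactives centre near 16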
# Bim-Bcl-B: disrupts Bim peptide binding to human Bcl-B | actives 0.073% (n = 190,000) | Q9HD36 | bead-based flow cytometry | inhibition, % at 10 µM;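 further: 0% = tracer peptide without compound and 100% = reference inhibitor peptide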
# Target sequence (Q9HD36 whole entry, looked up): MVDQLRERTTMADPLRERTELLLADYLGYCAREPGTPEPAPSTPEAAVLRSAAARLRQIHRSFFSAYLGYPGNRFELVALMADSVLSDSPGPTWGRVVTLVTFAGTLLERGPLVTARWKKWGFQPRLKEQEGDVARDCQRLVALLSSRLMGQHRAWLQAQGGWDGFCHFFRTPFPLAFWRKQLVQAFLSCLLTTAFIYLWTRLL
# Avidin bead fluor: avidin bead compound fluorescence profile; Avidin beads, compound fluorescence 488/530 nm, flow cytometry; stronger effect = higher value; fluorescence (KMESF) at 10 µM; actives 0.38% (n = 220,000); in the data active means fluorescence above about 47; further: inactives centre near 10
# Bim-Bcl-2: inhibitors of Bim-Bcl-2 interaction, human; AID 950; inhibition, % at 10 µM; actives 0.06% (n = 190,000); Bead-based flow cytometry, Bim peptide-Bcl-2 binding; in the data active means inhibition above about 40%; inconclusive means no clear call, values can overlap the other calls;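 further: 0% = no compound wells with probe peptide and 100% = reference peptide inhibitor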
# Target sequence (P10415 whole entry, looked up): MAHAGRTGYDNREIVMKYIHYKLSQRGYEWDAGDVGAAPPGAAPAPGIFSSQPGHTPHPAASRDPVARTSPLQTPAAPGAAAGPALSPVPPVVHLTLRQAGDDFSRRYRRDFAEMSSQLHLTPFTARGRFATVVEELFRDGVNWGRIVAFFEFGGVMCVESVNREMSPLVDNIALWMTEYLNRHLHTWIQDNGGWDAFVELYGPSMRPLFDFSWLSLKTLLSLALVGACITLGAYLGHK
# RGS7-Gao reg: regulators of human RGS7-Galphao interaction. P09471. Multiplexed bead flow cytometry, RGS7-Galphao binding; actives lie on both sides. binding response (% of control), % at 10 µM. actives 0.35% (n = 220,000); in the data active means binding response below about 49% or above about 150%; inconclusive means no clear call, values can overlap the other calls; inactive means in between;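 further: fluorescent Galphao held in activated GDP-AlF4 state binding bead-coupled RGS7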
# Target sequence (P09471 whole entry, looked up): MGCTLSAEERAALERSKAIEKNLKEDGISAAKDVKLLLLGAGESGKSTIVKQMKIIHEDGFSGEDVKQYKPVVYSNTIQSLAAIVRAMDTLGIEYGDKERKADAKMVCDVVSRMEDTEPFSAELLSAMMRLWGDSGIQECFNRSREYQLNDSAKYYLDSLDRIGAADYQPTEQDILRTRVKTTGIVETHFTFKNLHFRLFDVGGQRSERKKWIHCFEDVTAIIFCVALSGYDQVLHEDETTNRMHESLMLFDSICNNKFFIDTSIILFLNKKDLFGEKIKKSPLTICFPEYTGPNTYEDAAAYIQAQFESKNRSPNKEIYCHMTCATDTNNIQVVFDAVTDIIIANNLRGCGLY
# RGS4-Gao reg: modulates binding of RGS4 to human Galphao | Multiplexed bead flow cytometry; actives lie on both sides | binding response (% of control), % at 10 µM | actives 0.33% (n = 220,000) | AID 1415; in the data active means binding response below about 49% or above about 150%; inactive means in between;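 further: fluorescent Galphao activated with aluminum fluoride binding bead-coupled RGS4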
# Bim-Bcl-XL: human Bim-Bcl-XL interaction inhibition; actives 0.04% (n = 190,000); inhibition, % at 10 µM; AID 1007; Bim peptide-Bcl-XL binding, bead flow cytometry, fluorescence
# Bim-Bfl-1: disrupts Bim binding to human Bfl-1. Bead-based flow cytometry, Bim-Bfl-1 binding inhibition. AID 1008. actives 0.12% (n = 190,000). inhibition, % at 10 µM;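 further: 0% = wells without compound plus tracer and 100% = blocker peptide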
# ABCB1 block: inhibitors of human ABCB1 transporter, ABCG2 counter-screen. actives 0.067% (n = 190,000). CCRF-Adr cells, JC-1 efflux, flow cytometry. inhibition, % at 6.6 µM. AID 1326; in the data active means inhibition above about 40%;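 further: 0% = vehicle and 100% = reference inhibitor; higher value means more JC-1 retained so stronger ABCB1 efflux block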
# Active calls of the source: *; ? = inconclusive; nt = not tested or not shown. Unless noted, no stated cut-off is given here; in the data, active means inhibition above about 40%. The order is random; 1.3% or so of the library scored in one or more.
SMILES,ABCG2 inh,Bcl-W Bim block,GSH bead fluor,Bim-Bcl-B,Avidin bead fluor,Bim-Bcl-2,RGS7-Gao reg,RGS4-Gao reg,Bim-Bcl-XL,Bim-Bfl-1,ABCB1 block
O=C(NCC(=O)N(Cc1cccs1)C(C(=O)NC1CCCC1)c1ccco1)c1cccs1 (stereo unspecified),4.4,0.0,11,-1.0,23,0.0,88.0,88.0,-2.0,0.0,1.7
N#CCSCC(=O)Nc1ccc(F)cc1,2.5,-1.0,23,-1.0,39,0.0,109.3,101.5,-2.0,-1.0,1.0
Cc1cc(C(=O)N/N=C/c2ccc([N+](=O)[O-])cc2)c(C)o1,0.7,0.0,17,-3.0,10,0.0,102.7,103.0,-3.0,-6.0,-0.1
COc1ccc(CN2C(=O)c3ccccc3C(/C=N\OCc3ccc(C)cc3)C2=O)cc1 (stereo unspecified),-0.3,4.0,16,2.0,33,-2.0,99.8,100.9,3.0,0.0,0.0
O=C(O)CCSc1nc(C(F)(F)F)cc(=O)n1-c1ccccc1,-0.3,-2.0,32,-1.0,16,0.0,107.7,99.4,6.0,-3.0,0.0
COc1cc(NC(=O)Cc2ccc([N+](=O)[O-])cc2)c(C(=O)O)cc1OC,21.8,-1.0,7,-3.0,2,-2.0,101.5,101.6,-3.0,0.0,2.3
COCCCN=CC1=C(O)CC(C)(C)CC1=O,-0.1,-1.0,5,0.0,9,-1.0,94.9,97.7,-1.0,-4.0,0.1
Cn1c(SCc2nc(-c3ccccc3)no2)nnc1-c1ccco1,1.1,-4.0,18,-5.0,25,-3.0,92.1,95.0,0.0,0.0,0.4
COC(C(=O)Nc1ccc(S(=O)(=O)Nc2ccc(F)cc2)cc1)c1ccccc1 (stereo unspecified),3.9,-9.0,20,-12.0,14,-11.0,98.6,101.3,-13.0,-17.0,-0.1
Cc1ccc2cc3cc(C(=O)N4CCCCCC4)oc3nc2c1,3.3,-2.0,13,-4.0,35,0.0,98.1,97.8,-4.0,-3.0,0.9
CCOc1ccc(C2Nc3cccc4cccc(c34)N2)cc1OC,0.0,6.0,27,-2.0,3,6.0,93.8,83.0,2.0,6.0,0.0
CCCCCSc1nc2c(c(=O)[nH]c(=O)n2C)n1C(C)C,-2.0,1.0,24,-6.0,7,-8.0,99.5,100.7,-6.0,-11.0,-2.4
Cn1cc(Br)c(C(=O)N/N=C/c2cccc(OC3CSC3)c2)n1,1.4,-3.0,9,-6.0,4,-4.0,100.0,83.4,-10.0,-3.0,0.4
Cc1cccc(NC(=O)Nc2ccc(C#N)cc2)n1,2.7,-1.0,18,-5.0,6,-5.0,98.7,96.5,-5.0,-10.0,0.3
CC(C)c1ccc(/C=C/C(=O)n2nnc3ccccc32)cc1,-0.1,0.0,17,-3.0,26,0.0,100.3,102.3,-1.0,2.0,-0.1
CN1CC=C2C(C#N)=C(N)C(C#N)(C#N)C(Cc3ccccc3)C2C1 (stereo unspecified),5.0,-2.0,25,-2.0,13,-3.0,99.2,99.6,-2.0,1.0,0.7
CCOC(=O)c1ccc(NC(=O)C2(c3ccc(Cl)cc3)CCCC2)cc1,5.1,-2.0,63,-8.0,8,-6.0,105.8,107.4,-14.0,-10.0,1.2
CNc1ccc(C(=O)c2ccccc2C(=O)O)cc1[N+](=O)[O-],-0.7,0.0,16,-3.0,9,0.0,104.3,105.7,-4.0,-11.0,-0.1
CC1CC(=O)Nc2ccccc2S1(=O)=O (stereo unspecified),9.6,-3.0,17,0.0,25,-4.0,99.9,98.8,0.0,-1.0,0.6
CC(C)(C)NC(=O)COC(=O)c1nsc(Cl)c1Cl,1.0,1.0,22,1.0,21,9.0,101.8,100.0,3.0,0.0,0.4
COC(=O)c1ccccc1NC(=O)NC1CCC(C)CC1 (stereo unspecified),7.3,0.0,18,-3.0,13,-6.0,107.4,104.3,-5.0,-3.0,0.6
CSCC[C@H](NC(=O)C1CCCC1)c1nc2ccccc2[nH]1,0.9,0.0,9,-4.0,10,-1.0,98.0,98.9,0.0,-4.0,0.3
Cn1c(-c2ccc(Br)cc2)cnc1NCc1cccnc1,3.8,0.0,11,0.0,6,-2.0,111.8,116.1,3.0,0.0,0.3
O=C(O)CNS(=O)(=O)c1ccc(Br)s1,0.0,0.0,26,-3.0,33,2.0,100.0,100.2,-2.0,-1.0,-0.1
COC(=O)c1ccc(C(=O)OC)c(NC(=S)N2CCN(c3ccc(F)cc3)CC2)c1,1.6,-3.0,12,-9.0,5,0.0,102.6,101.3,-4.0,1.0,1.5
# Remaining list, next part:
SMILES,ABCG2 inh,Bcl-W Bim block,GSH bead fluor,Bim-Bcl-B,Avidin bead fluor,Bim-Bcl-2,RGS7-Gao reg,RGS4-Gao reg,Bim-Bcl-XL,Bim-Bfl-1,ABCB1 block
O=S(=O)(/C(=C/c1ccc(C(F)(F)F)cc1)c1nc2ccccc2[nH]1)c1ccccc1,13.7,-5.0,9,-8.0,3,-4.0,101.7,101.9,-6.0,-4.0,19.9
CCn1nc(C(=O)OCC(=O)c2ccc3c(c2)OCCO3)c2ccccc2c1=O,1.4,-3.0,66,-1.0,6,-7.0,98.9,99.3,-2.0,-6.0,0.6
O=C(NCc1ccco1)c1nc2ccccc2s1,5.6,2.0,44,-7.0,12,-9.0,94.4,101.8,3.0,-8.0,-0.3
O=C(OCc1ccccc1Cl)c1ccc(-n2cnnc2)cc1,26.7,0.0,26,-1.0,8,5.0,97.9,100.1,0.0,1.0,0.3
O=C(NNC(=O)C1CCC(C(=O)NNC(=O)c2cccs2)CC1)c1cccs1 (stereo unspecified),-0.1,3.0,20,0.0,11,2.0,96.0,98.7,2.0,-1.0,-0.2
Cc1ccc(/C=N/NC(=O)c2cccc(S(=O)(=O)Nc3cccc(Cl)c3)c2)o1,-1.1,-1.0,17,-5.0,12,0.0,99.3,101.7,-3.0,-3.0,-0.2
CC1=CC(C)C(C(=O)O)C(C(=O)O)C1 (stereo unspecified),0.6,0.0,21,1.0,22,0.0,96.3,99.7,2.0,0.0,0.1
Cc1ccc(N=CC=C2OC(C)(C)C(C)(C)O2)c(C)c1,3.8,-1.0,19,-4.0,2,-3.0,84.6,85.0,-1.0,-1.0,3.4
COCCN(CCOC)c1ncnc2c1cnn2-c1ccc(Cl)cc1,36.0,-3.0,23,-9.0,13,-10.0,100.1,102.9,-10.0,-18.0,0.4
CCO[C@H]1OC(C(=O)NCc2nc3ccccc3[nH]2)=C[C@@H](C)[C@@H]1CCCO,3.0,-3.0,20,0.0,7,0.0,101.6,108.9,0.0,-1.0,3.1
CN1C(=O)C(O)(CC(=O)c2ccncc2)c2ccccc21 (stereo unspecified),0.1,0.0,11,-1.0,19,-2.0,106.4,106.0,0.0,1.0,0.0
O=C1CC(NCc2ccccc2F)C(=O)N1c1ccccc1 (stereo unspecified),-0.2,0.0,29,0.0,9,2.0,99.1,98.8,4.0,1.0,0.5
COc1ccccc1C(=O)NC(=S)Nc1ccc(N2CCOCC2)c(Cl)c1,-0.8,-3.0,12,-9.0,nt,-4.0,99.2,104.8,-4.0,1.0,-0.5
O=C1c2ccccc2NC(c2ccccn2)N1NS(=O)(=O)c1ccccc1 (stereo unspecified),-0.8,0.0,72,0.0,13,0.0,101.5,101.1,-1.0,0.0,-0.2
CCC(=O)N(Cc1cc(=O)[nH]c2ccccc12)c1cccc(C)c1,8.1,0.0,26,-12.0,9,-4.0,91.8,93.2,-6.0,-6.0,1.5
CCCCC(C(=O)NC1CCCC1)N(Cc1ccco1)C(=O)Cn1nnc(-c2ccc(F)cc2)n1 (stereo unspecified),2.3,-2.0,4,-3.0,7,-2.0,100.5,101.4,-3.0,-9.0,1.9
O=C(N=C1c2ccccc2CN1c1ccc(F)c(F)c1)c1cccnc1,13.4,0.0,14,-5.0,10,-4.0,?,99.4,-3.0,-2.0,1.3
CC(Sc1nnc(-c2cccnc2)n1-c1ccccc1F)C(=O)N1CCCc2ccccc21 (stereo unspecified),1.5,-3.0,13,-22.0,12,-9.0,100.5,98.5,-7.0,-11.0,2.1
O=C(O)/C(=C/c1cccnc1)NC(=O)c1ccccc1,5.8,-2.0,15,-6.0,16,-3.0,93.6,95.4,-2.0,-8.0,0.1
C#CCOCCOCCOCCNc1nc(N2CCN(C(=O)Cn3cc(CC(C)O)nn3)CC2)nc(N2CCN(C(=O)[C@H](CCCCN)n3cc(CCC(=O)O)nn3)CC2)n1 (stereo partly specified),4.6,1.0,18,-1.0,13,2.0,103.0,102.1,-4.0,0.0,1.8
COc1ccc(CCNC(=O)NC23CC4CC(CC(C4)C2)C3)cc1OC,3.3,0.0,22,0.0,15,0.0,101.5,98.9,0.0,0.0,0.6
Clc1ccc(-c2cn3c(n2)CCC3)cc1,7.5,1.0,14,-1.0,16,2.0,107.5,116.9,-2.0,0.0,1.2
O=C(C1CCCC1)N(c1ccccc1)C1C=CS(=O)(=O)C1 (stereo unspecified),0.1,0.0,11,-1.0,8,1.0,101.2,100.0,-1.0,0.0,-0.2
Cc1nn(-c2ccccc2)c2sc(C(=O)N3CCc4ccccc4C3)cc12,2.6,-6.0,27,-27.0,10,-18.0,103.7,103.8,-9.0,-19.0,2.0
CC(C)CN(C(=O)CSc1nnnn1-c1ccccc1)c1c(N)n(CC(C)C)c(=O)[nH]c1=O,-0.7,0.0,16,-4.0,9,-5.0,?,88.8,-2.0,-4.0,-0.2

# Filtered by structure: the compounds so far with a cyano group.
SMILES,ABCG2 inh,Bcl-W Bim block,GSH bead fluor,Bim-Bcl-B,Avidin bead fluor,Bim-Bcl-2,RGS7-Gao reg,RGS4-Gao reg,Bim-Bcl-XL,Bim-Bfl-1,ABCB1 block
N#CCSCC(=O)Nc1ccc(F)cc1,2.5,-1.0,23,-1.0,39,0.0,109.3,101.5,-2.0,-1.0,1.0
Cc1cccc(NC(=O)Nc2ccc(C#N)cc2)n1,2.7,-1.0,18,-5.0,6,-5.0,98.7,96.5,-5.0,-10.0,0.3
CN1CC=C2C(C#N)=C(N)C(C#N)(C#N)C(Cc3ccccc3)C2C1 (stereo unspecified),5.0,-2.0,25,-2.0,13,-3.0,99.2,99.6,-2.0,1.0,0.7

# Continued.
SMILES,ABCG2 inh,Bcl-W Bim block,GSH bead fluor,Bim-Bcl-B,Avidin bead fluor,Bim-Bcl-2,RGS7-Gao reg,RGS4-Gao reg,Bim-Bcl-XL,Bim-Bfl-1,ABCB1 block
COC(=O)c1sc(S(=O)(=O)N2CCCCC2C(=O)O)c(C(=O)OC)c1C (stereo unspecified),11.7,1.0,22,-7.0,24,-3.0,100.9,101.9,-2.0,-10.0,1.4
COc1ccc(CCC(=O)NCCCNC(=O)CCc2ccc(OC)cc2)cc1,2.9,-1.0,24,-3.0,13,0.0,103.7,102.4,-6.0,0.0,0.5
O=[N+]([O-])c1cccc(/C=C/C=N/Nc2nc(N3CCCCC3)nc(N3CCCCC3)n2)c1,-5.6,-5.0,11,1.0,3,1.0,98.2,102.7,-4.0,-5.0,-2.0
CNCc1ccccc1Sc1cc(O)ccc1O,1.9,7.0,16,-14.0,12,8.0,100.2,100.7,-2.0,31.0,0.3
COc1ccc(C/C(C)=N/NC(=S)Nc2ccc(C)c(C)c2)cc1,11.2,-2.0,15,-11.0,24,-2.0,104.2,100.8,-10.0,-3.0,6.0
COc1ccc2c(CC(=O)NCc3cccs3)coc2c1,1.2,-2.0,15,-3.0,8,0.0,94.5,97.0,-1.0,-3.0,0.7
Cc1cc(C)nc(OC(=O)c2ccc(Cl)cc2Cl)n1,6.7,2.0,12,-1.0,10,-3.0,105.3,102.0,1.0,-3.0,0.8

# From PubChem
